# HDAC3 inhib = blocks human histone deacetylase 3; recombinant HDAC3, fluorogenic peptide/trypsin coupled, fluorescence; inhibition, % at 8.3 µM; AID 2718; O15379; 320,000 tested, 0.15% active; in the data active means inhibition above about 26%, passing the limit was not always enough; inconclusive means no clear call, values can overlap the other calls
# Target sequence (O15379 whole entry, looked up): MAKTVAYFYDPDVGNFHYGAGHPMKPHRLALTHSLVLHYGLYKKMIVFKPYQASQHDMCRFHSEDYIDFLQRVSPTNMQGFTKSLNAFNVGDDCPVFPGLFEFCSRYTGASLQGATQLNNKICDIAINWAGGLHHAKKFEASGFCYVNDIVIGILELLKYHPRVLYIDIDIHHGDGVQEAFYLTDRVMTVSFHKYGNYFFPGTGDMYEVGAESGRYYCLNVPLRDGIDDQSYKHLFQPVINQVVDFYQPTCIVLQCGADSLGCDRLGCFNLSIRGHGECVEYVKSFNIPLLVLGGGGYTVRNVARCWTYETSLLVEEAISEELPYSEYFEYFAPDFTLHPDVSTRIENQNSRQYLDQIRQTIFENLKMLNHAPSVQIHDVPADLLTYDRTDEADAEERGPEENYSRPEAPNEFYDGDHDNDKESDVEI
# GSK3 alpha inh = inhibitors of human GSK-3 alpha kinase; ADP-Glo luminescence, 60 min; inhibition, % at 10 µM; 320,000 tested, 0.1% active;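 in the data active means inhibition above about 50%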;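 further: GST-tagged GSK-3 alpha with peptide substrate and 25 µM ATP; 0% = DMSO neutral wells and 100% = GW8510 positive control wells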
# Target sequence (P49840 whole entry, looked up): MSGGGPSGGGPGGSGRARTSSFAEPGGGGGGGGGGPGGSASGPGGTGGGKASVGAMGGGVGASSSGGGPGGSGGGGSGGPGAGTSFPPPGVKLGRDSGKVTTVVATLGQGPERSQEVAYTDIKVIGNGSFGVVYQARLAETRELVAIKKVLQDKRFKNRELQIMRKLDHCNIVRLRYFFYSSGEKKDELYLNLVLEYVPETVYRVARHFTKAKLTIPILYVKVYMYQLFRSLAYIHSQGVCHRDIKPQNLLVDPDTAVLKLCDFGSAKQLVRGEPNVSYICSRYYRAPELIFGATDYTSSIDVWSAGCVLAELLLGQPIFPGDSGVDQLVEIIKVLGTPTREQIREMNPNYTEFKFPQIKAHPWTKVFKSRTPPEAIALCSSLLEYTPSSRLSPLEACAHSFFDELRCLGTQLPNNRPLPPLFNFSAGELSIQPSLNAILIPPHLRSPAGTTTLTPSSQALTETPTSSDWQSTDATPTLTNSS
# Platelet DG rel = platelet dense granule release activity | 300,000 tested, 0.22% active | human platelet-rich plasma, SFLLRN dense granule ATP release, luminescence | inhibition, %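 (compounds screened at 7.5 µM in platelet-rich plasma)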;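 active means mean replicate score, as percent of positive control, at or above 50; inconclusive means mean below 50 but at least one replicate at or above 50; inactive means mean and every replicate below 50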
# AI-2 QS mod = modulates the Vibrio harveyi AI-2 quorum sensing system. Vibrio harveyi JMH597 AI-2 luminescence/OD600 ratio, 9 h; hits give low values; strain lacks LuxN and CqsS sensors; 0 = neutral-control median. activity change, % at 7.5 µM. 300,000 tested, 0.4% active. AID 2094; in the data active means activity change below about -75%, passing the limit was not always enough; inconclusive means no clear call, values can overlap the other calls;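 further: luminescence divided by OD600 gain over 9 h not by final OD600 alone; inactives centre near 13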
# PolyA inhibitor = yeast polyadenylation inhibition. S. cerevisiae SKY197-pL101 polyadenylation reporter, beta-gal luminescence; efflux-impaired pdr1/pdr3 knockout yeast; score 100 = 6 SD above DMSO. calls only at 12 µM. 300,000 tested, 0.02% active. AID 1875;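 active means lowest replicate activity score at least 50, where 100 means six control SD above control mean; inconclusive means lowest score under 50 but half or more replicates reach 50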;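 further: yeast exposed to compound for 9 h at 30 °C; higher score means more reporter readthrough which indicates perturbed polyadenylation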
# DYRK1A inh = Dyrk1A (rat) kinase inhibition. Q63470. ADP-Glo luminescence, NFATc1 peptide. inhibition, % at 12.5 µM. 310,000 tested, 0.43% active; in the data active means inhibition above about 50%;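 further: plate controls were vehicle with enzyme for no effect and no enzyme for full effect; many of its hits are not listed in these tables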
# HSP90 refold inh = inhibitors of HSP90 luciferase refolding in rabbit reticulocyte lysate; luciferase refolding luminescence, 3 h; 290,000 tested, 0.91% active; inhibition, % at 5.6 µM;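 active means inhibition above the screen-wide mean plus 3 SD, computed separately per campaign, cut at about 16% in these data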;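 further: 0% = DMSO wells and 100% = 60 µM geldanamycin wells; inhibitors lower the luminescence because luciferase stays unfolded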
# GSK3beta inhib = blocks human GSK3beta kinase activity. GST-GSK3beta kinase, ADP-Glo luminescence, 60 min; hits give low values. P49841. activity score (negative = inhibition), % at 10 µM. 300,000 tested, 0.038% active;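 active means more than half of replicate wells score below -50%, meaning over 50% inhibition versus plate controls; inconclusive means some replicates but at most half score below -50%; inactive means no replicate scores below -50%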;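 further: 0% = median DMSO wells and -100% = median GW8510 positive control wells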
#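 Test system: GST-fused GSK3beta enzyme, cell-free | Quantity: 1.6 ng GST-GSK3beta enzyme per well | Reagent: 25 µM ATP with peptide substrate | Schedule: 60 min enzyme reaction, room temperature | Signal: Luminescent ADP-Glo measurement of ADP formed | Read-out basis: Score relative to plate controls | Control set: DMSO and 20 µM GW8510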
# HSF1 inhib = HSF1 inhibition. activity change, negative = inhibition, % at 7.5 µM (by protocol). 300,000 tested, 0.77% active. NIH3T3-HGL HSE-luciferase, MG132-induced, luminescence 8 h; hits give low values;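 active means more than half of replicate wells show activity change below -50%, luminescence cut by over half; inconclusive means some wells, but at most half, below -50%; inactive means no replicate well below -50%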;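 further: luciferase reports HSF-1 transcriptional activity via heat shock element; 0% = median of DMSO wells and -100% = zero luminescence signal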
# HSF-1 act = increases HSF-1 driven luciferase reporter signal. NIH3T3-HGL HSF-1 luciferase reporter, MG132, 8 h; 100% = twice DMSO control signal. activation, % at 9 µM. 300,000 tested, 1.7% active. AID 504408;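 active means mean replicate activation of at least 50% with a set share of replicates each reaching 50%; inconclusive means only one of those two conditions met; inactive means mean below 50% and too few replicates reaching it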;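 further: 0% = median of the neutral control wells and 100% = twice that signal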
# Numbers without * were called inactive; i = inactive; ? = inconclusive; nt = not tested or not shown. Not all compounds are listed; the hit share may differ from the screen's.
molecule,HDAC3 inhib,GSK3 alpha inh,Platelet DG rel,AI-2 QS mod,PolyA inhibitor,DYRK1A inh,HSP90 refold inh,GSK3beta inhib,HSF1 inhib,HSF-1 act
Cc1occc1C(=O)N1CCN(c2ccccc2)CC1,5.0,-4.2,-5.4,12.1,i,3.9,-0.6,3.4,-1.1,7.5
CCOC(=O)c1cc(C)sc1/N=C/C1C(=O)CCCC1=O,3.8,-5.5,0.9,53.9,i,-10.0,-4.3,2.0,-5.5,7.8
COCC(=O)Nc1c(C(=O)Nc2ccc3c(c2)OCO3)oc2ccccc12,5.2,-1.8,-10.1,22.6,i,nt,-3.9,0.8,12.7,27.2
Cc1ccc(-n2nc(C)c3c2OC(N)=C(C#N)C3c2ccc(C)o2)cc1 (stereo not drawn),4.3,3.9,10.7,12.2,i,4.4,-1.4,0.8,7.0,-3.7
O=[N+]([O-])c1ccc(-c2nc(NCc3ccccc3)c3ccccc3n2)cc1,3.3,-1.0,13.4,3.7,i,0.4,0.5,-0.4,nt,nt
CC(=O)N(Cc1ccccc1)c1ccc(C(=O)O)cc1,-0.8,1.6,-0.1,2.9,i,-4.8,0.6,1.6,5.5,1.7
CCOc1ccc(C(O)(CCC(C)C)C(CN2CCOCC2)c2ccccc2)cc1 (stereo not drawn),?,3.3,1.5,2.6,i,2.2,-1.3,-0.9,-1.3,13.1
CC(C)[C@H](NC(=O)N1CC(=O)Nc2ccccc21)C(=O)N1CCC(C(=O)O)CC1,9.3,-8.0,-1.0,35.5,i,-3.9,0.7,1.3,-6.0,-19.9
O=S(=O)(c1ccccc1)N1CCC(c2ccccc2)CC1,-11.2,-3.8,1.5,-8.5,i,4.3,nt,-0.4,-6.5,-26.8
Cc1ccc(CNC(=O)CCc2c(C)nn(-c3ccc(N4CCOCC4)nn3)c2C)cc1,3.7,10.9,-19.2,27.1,i,4.1,3.6,2.1,0.9,2.3
NS(=O)(=O)c1ccc(CCNC(=O)c2ccc3ccccc3n2)cc1,-1.2,-0.3,0.5,22.8,nt,7.2,-0.8,-1.6,22.3,22.4
NS(=O)(=O)c1ccc(CNC(=O)CNC(=O)c2ccc(Br)o2)cc1,-7.8,-0.5,-6.9,26.6,i,-5.4,-0.4,-0.1,0.9,-16.9
O=C(CCCN1C(=O)/C(=C/c2cccc(Br)c2)SC1=S)N1CCOCC1,1.0,-2.6,-13.9,10.9,i,-7.3,-1.1,-4.3,1.9,22.1
Cn1c(=N)c(S(=O)(=O)c2ccc(F)cc2)cc2c(=O)n3ccccc3nc21,-107.9,-0.8,-1.8,6.5,i,1.6,1.5,2.1,-7.3,12.8
Cc1ccc(NC(=O)c2ccccc2Br)cc1S(=O)(=O)N(C)C,-4.1,-6.3,-2.5,12.1,i,3.3,-0.3,1.6,5.1,33.2
O=C(CNc1ccc2ccccc2c1)N/N=C/c1ccc(OC(=O)/C=C/c2ccco2)cc1,-1.1,-1.7,-0.7,37.3,i,-1.4,5.9,-0.5,7.7,11.9
COC(=O)CSc1nc2ccccc2c(=O)n1C,-4.7,1.4,-2.5,20.9,i,12.2,-2.2,3.7,-0.2,4.2
O=C1CCc2cc(S(=O)(=O)N3CCN(c4cccc(C(F)(F)F)c4)CC3)ccc2N1,-2.2,-2.3,0.0,24.1,i,-3.0,3.5,-5.0,6.4,15.8
CC1CCCC(C)N1/N=C/c1ccc(C#N)cc1 (stereo not drawn),-1.9,-2.5,0.9,19.4,i,-6.4,0.1,-1.3,0.0,14.6
O=C(O)c1ccc(N/N=C2/CCSc3ccc(F)cc32)cc1,5.3,0.1,-2.2,2.5,i,-8.0,12.0,-0.7,-0.8,10.0
O=C(COC(=O)c1cccs1)NC12CC3CC(CC(C3)C1)C2,1.4,0.9,-1.4,15.6,i,-4.5,1.4,1.9,-1.4,3.0
O=C(O)CCNc1nc(-c2ccccc2)nc2ccccc12,0.6,-1.7,-3.4,44.4,i,-4.1,-0.2,1.5,7.8,-20.7
O=S(=O)(N1CCOCC1)N1CCN(c2ccccc2F)CC1,0.4,-0.5,-3.1,-4.2,i,-2.4,1.1,1.3,-2.3,3.1
CCCOc1ccc(NC(=O)C2CC(=O)N3CCCN=C3S2)cc1 (stereo not drawn),-2.0,-2.1,-1.4,14.8,i,-3.3,1.9,1.2,6.0,11.9
CC1(C)CC(=O)C=C(NC2CCCCCCC2)C1,2.7,-0.7,-3.4,4.5,i,3.3,4.4,2.1,4.4,-3.3
O=C(Cn1nc(C(F)F)cc1C1CC1)NCCC1=CCCCC1,3.7,-0.7,-2.0,-9.3,i,-2.4,2.0,-2.6,1.4,-25.5
Cc1sc2nc(SCC(=O)NCCOCCO)nc(N)c2c1C,-7.0,-0.9,-3.7,41.8,i,1.7,0.4,-1.6,-9.4,-5.7
Cc1ccc(NC(=O)c2cc(N(C)C)ccc2[P+](=O)O)cc1,-3.4,-2.8,-12.8,40.4,i,nt,1.1,1.2,-17.6,-23.6
O=C(Cc1cccs1)Nc1nc(-c2ccccc2)cs1,0.9,-0.8,-0.7,8.4,i,2.7,-4.2,-0.4,7.1,4.5
COc1ccc(NC(=O)c2cccc(NC3=NC4CS(=O)(=O)CC4S3)c2)cc1Cl (stereo not drawn),nt,10.6,-6.2,0.5,i,4.0,0.3,-4.1,-2.8,-10.9
COc1ccccc1N1CCN(C(=S)Nc2ccc(F)cc2)CC1,0.2,-1.6,2.5,12.7,i,4.5,13.2,0.6,-72.5*,-75.4
CC(=O)Oc1ccc(-c2cc3c(OC(C)=O)cc(OC(C)=O)cc3oc2=O)cc1,-50.4,-1.9,58.1*,2.2,i,4.7,nt,-1.6,0.0,-1.8
CCC(C)NCCCOc1c(C)cc(C)cc1Br (stereo not drawn),3.0,-0.6,-3.2,15.2,i,1.5,3.4,0.9,0.1,-1.9
Cc1ccc(C(=O)NC(=O)CSc2nnc(C)s2)cc1,-4.2,2.1,0.1,22.2,i,-7.4,-1.8,-0.6,-6.9,-5.6
O=C(NCc1ccco1)c1nc2c(nnn2Cc2ccccc2Cl)c(=O)[nH]1,-5.2,-6.2,-0.3,33.5,i,-4.7,1.6,4.7,7.6,29.3
Cc1cc(CN2CCC(n3nccc3NC(=O)c3ccccc3C)CC2)n[nH]1,-6.4,-1.3,0.4,45.8,i,-0.5,-2.9,1.5,-8.8,-2.3
COc1ccccc1N1CCN(/N=C/c2ccc(OC)c(OC)c2OC)CC1,2.7,-0.7,-28.8,-2.5,i,3.0,0.3,-1.3,-4.4,-9.0
O=C(Cc1ccc([N+](=O)[O-])cc1)OCc1c(F)cccc1Cl,8.3,-1.6,-2.2,11.2,i,-1.5,-0.2,0.0,38.7,56.1*
COc1ccccc1C(C#N)N1N=C(C)CC1c1ccccc1 (stereo not drawn),-0.4,0.0,2.3,8.3,i,nt,0.3,0.3,-0.1,16.6
COc1ccc(N2CCN(c3ncnc4scc(-c5ccccc5)c34)CC2)cc1,4.4,-3.5,-17.2,26.2,i,5.3,-1.7,0.4,-4.4,8.4
CCN1CCN(CC(O)COCC2COc3ccccc3O2)CC1 (stereo not drawn),-3.3,-1.6,0.4,18.3,i,nt,1.1,2.6,-8.8,-8.4
COc1cc(SC)ccc1C(=O)OCC(=O)NC1CC1,13.4,-7.8,-1.2,2.3,i,17.7,4.4,1.2,3.7,20.0
O=C(/C(=C/O)N=Nc1ccccc1)c1ccc(Cl)cc1,-0.4,0.4,10.8,24.6,i,-5.9,-1.4,1.9,-22.4,-24.2
CCN(CC(=O)NCc1cccs1)C(=O)CCOc1ccccc1C,-1.0,0.7,-4.5,17.5,i,-5.0,-4.4,-4.0,2.1,14.3
CCn1c(SCC(=O)Nc2sc(C)c(C)c2C#N)nnc1C1CC1,-4.4,-0.1,1.6,11.5,i,-3.3,-0.6,0.6,2.2,-6.2
c1ccc(OCCCn2nnc(-c3ccncc3)n2)cc1,12.1,31.3,0.4,-44.4,i,-2.3,-2.6,-29.6,1.6,19.2
N/C(=N\OC(=O)CCn1cccc(C(F)(F)F)c1=O)c1ccc(Cl)cc1,5.3,-1.7,10.5,5.8,i,nt,4.2,5.3,-1.2,-15.1
O=C(CCCOc1ccc(Cl)cc1Cl)Nc1ncccn1,-5.4,1.7,-3.6,15.1,i,9.6,0.1,-2.5,-2.1,2.6
CCOc1cc(S(=O)(=O)N2CCC(C(N)=O)CC2)ccc1F,-5.5,-2.8,1.5,6.6,i,-3.1,0.8,1.6,-3.2,13.5
O=C(CC1SCCNC1=O)Nc1cccc([N+](=O)[O-])c1 (stereo not drawn),nt,-0.8,11.2,24.2,i,6.2,2.8,2.2,-4.9,1.1
O=C(Nc1cc2c3c(c1)CC(=O)N3CCC2)C1CC1,7.9,-2.3,8.3,10.1,i,-6.4,nt,-3.3,4.5,-21.5
CCN1/C(=C/c2sc(-c3ccccc3C)c[n+]2C)Sc2ccccc21,nt,nt,4.0,23.2,i,nt,-0.8,0.4,-23.6,-30.9
CN(/N=C/c1ccc(-c2ccc([N+](=O)[O-])cc2)o1)c1ccccc1,-1.3,-1.6,4.9,-1.2,i,1.9,3.3,-2.3,14.5,19.3
Cc1ccn2c(NC3CCCCC3)c(-c3cccc(-c4cccc(Cl)c4)c3)nc2c1,1.2,-13.5,1.3,13.5,i,1.0,nt,2.6,5.3,-9.9
O=C(Cc1cccc2ccccc12)NN1C(=O)/C(=C\c2cccnc2)SC1=S,nt,2.1,4.9,16.2,i,-6.9,-3.7,1.9,5.4,-5.8
COC(=O)C1CC(O)CN1C(=O)Nc1cccc(C(F)(F)F)c1 (stereo not drawn),-2.0,-0.6,2.4,15.2,i,-3.5,-2.2,-4.9,-2.1,1.3
CCN(CCCNS(=O)(=O)c1ccc2c(c1)CCN2C(C)=O)c1cccc(C)c1,0.8,0.4,-9.9,-1.6,i,-0.3,1.6,-0.4,44.1,68.6*
COc1ccc(OC)c(S(=O)(=O)N2CCC(C(=O)NCC3CCCO3)CC2)c1 (stereo not drawn),-0.5,-1.4,3.1,16.6,i,-1.2,-4.2,-4.2,-2.2,6.9
CCOc1ccc(OCCCC(=O)NNC(=O)c2ccncc2)cc1,-3.1,-2.6,-13.8,14.3,i,5.1,nt,-3.1,-2.4,-8.9
